Assay outcomes from PubChem.
D2 potentiator – HTS Assay for Positive Allosteric Modulators of the Human D2 Dopamine Receptor: Primary Screen for Potentiators; D(2) dopamine receptor (Homo sapiens), P14416; HEK293 T-REx D2, calcium flux, EC20 dopamine potentiation; potentiation, % at 10 µM; actives 0.34% (n = 340,000); AID 485347, 2010;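 active = potentiation over 3 SD above the plate norm, cut at about 30% in these data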; note: 0% is about no effect
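Primary screen. Calcium kinetics in induced HEK293 T-REx D2 cells: compound pre-addition 180 s, EC20 dopamine, 180 s more.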
TRHR PAM – qHTS for Small Molecule Agonists and Allosteric Enhancers of Human TRH Receptor: Primary Screen for Enhancers; actives 0.66% (n = 360,000); enhancement, % at 2 µM; AID 493056, 2011; TRHR cells, fluo-8 calcium fluorescence, EC20 TRH enhancement; Thyrotropin-releasing hormone receptor (Homo sapiens), P34981; in the data active = enhancement above about 30%; note: 0% is about no effect
Target sequence (P34981 whole entry, looked up): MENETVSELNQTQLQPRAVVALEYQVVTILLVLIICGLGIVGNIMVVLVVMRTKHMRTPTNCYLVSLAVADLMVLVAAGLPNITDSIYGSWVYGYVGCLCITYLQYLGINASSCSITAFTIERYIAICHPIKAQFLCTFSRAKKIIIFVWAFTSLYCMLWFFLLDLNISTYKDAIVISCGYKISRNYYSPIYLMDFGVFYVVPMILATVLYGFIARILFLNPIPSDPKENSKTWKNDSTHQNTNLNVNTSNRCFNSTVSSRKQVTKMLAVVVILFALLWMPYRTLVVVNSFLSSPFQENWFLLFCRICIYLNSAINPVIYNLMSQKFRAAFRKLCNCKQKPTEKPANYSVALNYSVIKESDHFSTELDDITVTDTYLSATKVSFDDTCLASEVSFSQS
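Enhancer read-out: after compound pinning and an initial kinetic agonist-mode read, an EC20 of TRH (10 nM final) was injected and fluo-8 calcium signal (Ex 480/Em 530) followed at 1 s/cycle for 100 cycles in TRHR-expressing cells.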
D2 agonist – HTS Assay for Allosteric Agonists of the Human D2 Dopamine Receptor: Primary Screen for Agonists. AID 485358, 2010. HEK293 T-REx D2 cells, calcium flux agonist mode. D(2) dopamine receptor (Homo sapiens), P14416. activation, % at 2 µM. actives 0.53% (n = 340,000);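 active = activation over 3 SD above normal in the single-dose calcium agonist read, cut at about 30% in these data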; note: 0% is about no effect
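HEK293 Trex D2 cells, tetracycline-induced, o/n 30 C 5% CO2; no-wash Ca dye, RT 30–90 min; 10-cycle baseline, 23 nl cpd added, kinetic Ca read 180 s; agonist hits = positive Ca response.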
D1 PAM – Potentiators of Human D1 Dopamine Receptor: qHTS | D(1A) dopamine receptor (Homo sapiens), P21728 | HEK293 TREx D1 cells, calcium flux, dopamine EC20 potentiation | potentiation, % at 10 µM | actives 0.036% (n = 360,000) | AID 504651, 2011; in the data active = potentiation above about 30%; note: 0% is about no effect
Target sequence (P21728 whole entry, looked up): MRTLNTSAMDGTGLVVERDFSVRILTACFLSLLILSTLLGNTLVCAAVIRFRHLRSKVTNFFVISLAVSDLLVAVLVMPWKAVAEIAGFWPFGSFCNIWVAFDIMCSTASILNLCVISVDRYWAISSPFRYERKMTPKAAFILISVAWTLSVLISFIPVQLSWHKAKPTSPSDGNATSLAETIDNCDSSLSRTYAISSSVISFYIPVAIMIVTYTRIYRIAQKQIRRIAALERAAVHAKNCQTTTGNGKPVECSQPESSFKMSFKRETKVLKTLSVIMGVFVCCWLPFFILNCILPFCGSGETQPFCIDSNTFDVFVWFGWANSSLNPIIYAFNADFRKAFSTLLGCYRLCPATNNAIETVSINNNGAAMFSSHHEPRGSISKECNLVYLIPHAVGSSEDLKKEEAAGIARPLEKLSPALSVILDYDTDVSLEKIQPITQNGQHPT
D2 antag – HTS Assay for Allosteric Antagonists of the Human D2 Dopamine Receptor: Primary Screen for Antagonists; D(2) dopamine receptor (Homo sapiens), P14416; HEK293 TREx D2 cells, calcium flux, dopamine EC80; inhibition, % at 10 µM; actives 2% (n = 340,000); in the data active = inhibition above about 30%; note: 0% is about no effect
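Tetracycline-induced HEK293 TREx cells expressing D2 receptor forced-coupled to calcium signalling, loaded with no-wash calcium dye. Compounds added and calcium flux read 180 s, then dopamine added at EC80 and read a further 180 s.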
D1 antag – Antagonist of Human D 1 Dopamine Receptor: qHTS | actives 3.2% (n = 360,000) | D(1A) dopamine receptor (Homo sapiens), P21728 | AID 504652, 2011 | HEK293 TREx D1 cells, calcium flux, dopamine EC80; hits give low values | activity change, negative = inhibition, % at 10 µM; in the data active = activity change below about -30%; note: % is set by controls: 0 for no effect and ±100 for the full control effect
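Compound effects on dopamine-evoked calcium signalling were measured in tetracycline-induced HEK293 Trex D1 cells. Dopamine at EC80 followed a 180 s compound pre-read, and fluorescence was tracked kinetically for 180 s more.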
TRHR agonist – qHTS for Small Molecule Agonists and Allosteric Enhancers of Human TRH Receptor: Primary Screen for Agonists; Thyrotropin-releasing hormone receptor (Homo sapiens), P34981; TRHR cells, calcium flux fluo-8, FDSS agonist mode; activation, % at 2 µM; actives 0.18% (n = 360,000); AID 493084, 2011; note: 0% is about no effect
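Fluo-8-loaded TRHR cells; 10 s baseline, compound added, kinetic Ca2+ fluorescence read 1/s, agonist mode.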
D1 ag – Allosteric Agonists of the Human D1 Dopamine Receptor: qHTS; D(1A) dopamine receptor (Homo sapiens), P21728; HEK293 T-REx D1 cells, calcium flux, agonist mode; activation, % at 2 µM; actives 1% (n = 360,000); note: 0% is about no effect
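Inducible HEK293 T-REx D1 cells, force-coupled to calcium signalling, were plated at 4000 cells/well with tetracycline and held overnight at 30 C. After no-wash calcium dye loading, compound-evoked calcium rise over 180 s flagged agonists.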
RXFP1 antag – qHTS Assay for Antagonists of the Relaxin Receptor RXFP1; Relaxin receptor 1 (Homo sapiens), Q9HBX9; HEK293-RXFP1, relaxin-stimulated cAMP HTRF, 30 min; hits give low values; activity change, negative = inhibition, % at 57.5 µM; actives 0.59% (n = 350,000);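 active = activity change of -60% or lower, but not beyond a set lower limit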; note: % is set by controls: 0 for no effect and ±100 for the full control effect
Active calls of the source: *; · = not tested or not shown; & = joins results of further samples. Cut-off read from the data, not from the text of the source, unless noted: active = activation above about 30%; inactive = the rest. Compounds as they come, and some 7.1% of all compounds hit somewhere here.

entry	compound	D2 potentiator	TRHR PAM	D2 agonist	D1 PAM	D2 antag	D1 antag	TRHR agonist	D1 ag	RXFP1 antag
1	CCc1cccc(-n2nnc(S(=O)(=O)c3ccc(OC)cc3)c2C)c1	0	29	0.3	-2	·	4	0.3	24	·
2	Cc1cc(C)nc(Sc2ccc(/C=C(\C#N)C(=O)Nc3ccccc3)o2)n1	13	0	-0.5	-3	-24	-2	-0.6	2	-20
3	O=C(c1cc(Cl)ccc1Cl)N1CCN(c2ccccn2)CC1	1	-9	1.3	-6	-13	19	0.1	0	12
4	Cc1ccc2nc(Cl)c(/C=N/Nc3ccc(C(=O)O)cc3)cc2c1	5	7	1.2	-3	-7	-12	4.2	6	0
5	CCOc1cccc(C(=O)Nc2ccc(N3CCCC3)cc2)c1	-4	-3	-0.1	5	1	-8	-0.8	2	-8
6	CC(C)(C)c1ccc(NC(=O)CSc2nnc3scc(-c4ccccc4)n23)cc1	-6	6	-1.7	4	·	14	-0.6	3	-25
7	FC(F)(F)c1cccc(CNC2c3ccccc3-c3ccccc32)c1	0	0	0.2	4	19	10	1.7	7	-18
8	CCC1SC(CC)C(=O)N(CC(=O)NCCc2ccccc2)C1=O (configuration not stated)	-1	-7	1.4	-7	24	-16	-0.2	3	-3
9	Cc1ccc(N2NC(C)(c3cccs3)NC2=S)cc1 (configuration not stated)	7	2	0.4	-4	-2	7	0.5	1	2
10	O=C(CCn1c(=O)oc2ccccc21)NCc1ccc2c(c1)OCO2	-12	-14	-0.4	-5	2	3	-0.3	1	6
11	Cc1cccc(CCNC(=O)c2nn(C)c3c2CSc2ccccc2-3)c1	·	-1	0.7	3	·	11	0.4	0	12
12	Cn1c(SCc2ccc(Br)cc2)nc2ccccc2c1=O	-2	-11	0.9	2	-1	18	0.8	14	-15
13	CC(=O)c1ccc(Oc2ncnc3sccc23)cc1	12	1	0.8	1	8	-24	0.1	4	0
14	CC(=O)c1cc(C#N)c(SCc2ccncc2)nc1C	5	-3	-1.0	-2	10	1	-1.0	3	-5
15	CS(=O)(=O)N(CCc1ccccc1)CC(=O)Nc1ccccc1	3	-1	2.1	-3	-6	-15	0.7	3	-7
16	O=C1CCc2cc(S(=O)(=O)NC3CCCCC3)ccc2N1	1	4	-0.2	-2	14	-9	-0.2	2	15
17	CC(C)Cc1nnc(NS(=O)(=O)Cc2ccccc2)s1	6	-7	-0.4	3	32*	-6	-4.2	5	21
18	COc1ccc(-c2cc(C(=O)Nc3cc(C(F)(F)F)ccc3Cl)no2)cc1	-5	2	0.7	0	·	-15	1.3	0	0
19	COc1cccc(-c2onc3ccc(C(C)=O)cc23)c1	1	-1	-1.2	-6	9	3	-0.2	2	6
20	CN(CC(=O)Nc1cccc(F)c1)C(=O)CCc1nc2ccccc2c(=O)[nH]1	-6	2	0.2	-5	-24	5	0.0	0	9
21	COc1ccc(CNS(=O)(=O)c2cc3c(cc2Cl)NC(=O)CO3)cc1	-8	-2&8	13&0.7	-9&-2	3	5&-7	0.4&-0.2	3&9	6&1
22	COc1ccccc1NC(=O)/C(C#N)=C/c1cc([N+](=O)[O-])ccc1N1CCCC1	-6	-6	0.9	-6	4	0	3.1	8	26
23	CCOc1ccccc1CNC(=O)C1CCN(S(=O)(=O)c2c(C)noc2/C=C/c2ccc(C)cc2)CC1	-3	6	-0.4	-3	·	-9	1.1	9	3
24	CC1Cc2ccccc2N1C(=O)CSc1nccc(=O)[nH]1 (configuration not stated)	1	-3	-2.0	0	12	52	-0.5	5	-16
25	CC(=O)Nc1ccc(CNC(=O)C[N+]2(C)CCOCC2)cc1	-8	-3	0.2	-1	21	-1	0.0	1	-13
26	Cc1nn(C)c(C(=O)N/N=C/c2cccc(Oc3ccccc3)c2)c1Br	-6	-8	0.4	0	-12	-9	1.8	6	-27
27	Cc1ccc(S(=O)(=O)N2CCC(=O)N(CCO)CC2)cc1	-6	-3	1.2	-2	12	6	0.1	-4	·
28	COc1cc(-c2nc(C(=O)NCC3CCCO3)cc3c2[nH]c2ccccc23)cc(OC)c1OC (configuration not stated)	0	2	-0.2	-1	-8	3	1.4	1	·
29	Cc1cc(OCCOc2cccc3cccnc23)cc(C)c1Cl	1	-2	1.3	3	6	7	2.4	20	-3
30	S=C1c2ccccc2CN1c1ccccc1	·	3	·	-1	·	-21	-0.2	3	-3
31	O=C(Nc1ccc(Cl)c(Cl)c1)Nc1ccc(N2CCCC2)c(S(=O)(=O)Nc2ccccc2Cl)c1	1	2	1.2	2	-14	-2	0.6	-1	-15
32	CC1CCCCN1C(=O)c1ccccc1OC1CCN(S(C)(=O)=O)CC1 (configuration not stated)	1	-2	-0.6	-3	14	3	0.6	0	3
33	Cc1cccc(NC(=O)NC(C)CCc2ccccc2)c1 (configuration not stated)	-8	-3	-1.2	-4	-11	-22	-0.3	12	-13
34	CSc1nnc(CNC(=O)c2ccccc2)n1-c1cccc(C)c1	-12	2	-0.3	5	5	2	-0.6	2	·
35	Cc1ccc2c(c1)cc(CN(Cc1ccco1)C(=O)COc1ccccc1)c1nnnn12	-1	0	2.0	-6	23	-2	-1.2	6	-6
36	S=C(Nc1cccc(Cl)c1)N1CCOCC1	12	5	0.9	2	-9	5	1.0	5	-11
37	CN(Cc1ccccc1)c1nc2nonc2nc1N1CCCC(CN2CCCC2=O)C1 (configuration not stated)	8	-4	-1.7	15	-10	-10	-0.9	3	-1
38	Cc1ccccc1-c1nnc(SCC(=O)NC2CCCC2)o1	·	-1	0.9	6	-7	12	0.1	1	-4
39	C/C(CC1CC(COCC(C)C)OC1=O)=N\NC(N)=S (configuration not stated)	-4	3	0.6	-1	-11	8	0.0	0	-2
40	Cc1ccc(C)c(NC(=O)c2cc(S(=O)(=O)NCc3ccccc3)ccc2F)c1	·	-1	-0.1	4	·	52	-1.6	-2	-10
41	CCOCCCNC(=O)c1oc2ccc(S(=O)(=O)N3CCOCC3)cc2c1C	4	5	2.5	10	-9	11	0.7	2	4
42	Cn1c(SCC(=O)c2c(N)n(C)c(=O)n(C)c2=O)nnc1-c1ccccc1	-2	10	0.2	7	0	-20	0.1	2	-6
43	COc1ccc(CNC(=O)c2cccnc2SC)cc1OC	-9	2	0.2	4	-9	-3	0.3	2	-1
44	Cc1ccc(C(=O)C2=C(O)C(=O)N(Cc3cccnc3)C2c2ccc(N(C)C)cc2)o1 (configuration not stated)	-5	5	-0.3	-8	5	-7	-0.2	6	-12
45	CCCCn1c(SCC(=O)NCc2ccco2)nnc1-c1ccco1	13	8	-1.1	4	-10	3	-0.8	2	0
46	Cc1ccc(S(=O)(=O)Nc2cc3c(cc2N2CCOCC2)n(C)c(=O)c(=O)n3C)cc1	4	2	0.0	-3	-4	-1	0.3	0	-7
47	CC(C)CCN1C(Nc2ccccc2)=NC[C@@H]1C	2	2	-0.2	1	-13	-2	-0.2	1	·

Part of the list above in another layout.
37: CN(Cc1ccccc1)c1nc2nonc2nc1N1CCCC(CN2CCCC2=O)C1 (configuration not stated)
38: Cc1ccccc1-c1nnc(SCC(=O)NC2CCCC2)o1
39: C/C(CC1CC(COCC(C)C)OC1=O)=N\NC(N)=S (configuration not stated)
40: Cc1ccc(C)c(NC(=O)c2cc(S(=O)(=O)NCc3ccccc3)ccc2F)c1
41: CCOCCCNC(=O)c1oc2ccc(S(=O)(=O)N3CCOCC3)cc2c1C
42: Cn1c(SCC(=O)c2c(N)n(C)c(=O)n(C)c2=O)nnc1-c1ccccc1
43: COc1ccc(CNC(=O)c2cccnc2SC)cc1OC
44: Cc1ccc(C(=O)C2=C(O)C(=O)N(Cc3cccnc3)C2c2ccc(N(C)C)cc2)o1 (configuration not stated)

| assay / entry | 37 | 38 | 39 | 40 | 41 | 42 | 43 | 44 |
| --- | --- | --- | --- | --- | --- | --- | --- | --- |
| D2 potentiator | 8 | · | -4 | · | 4 | -2 | -9 | -5 |
| TRHR PAM | -4 | -1 | 3 | -1 | 5 | 10 | 2 | 5 |
| D2 agonist | -1.7 | 0.9 | 0.6 | -0.1 | 2.5 | 0.2 | 0.2 | -0.3 |
| D1 PAM | 15 | 6 | -1 | 4 | 10 | 7 | 4 | -8 |
| D2 antag | -10 | -7 | -11 | · | -9 | 0 | -9 | 5 |
| D1 antag | -10 | 12 | 8 | 52 | 11 | -20 | -3 | -7 |
| TRHR agonist | -0.9 | 0.1 | 0.0 | -1.6 | 0.7 | 0.1 | 0.3 | -0.2 |
| D1 ag | 3 | 1 | 0 | -2 | 2 | 2 | 2 | 6 |
| RXFP1 antag | -1 | -4 | -2 | -10 | 4 | -6 | -1 | -12 |

45: CCCCn1c(SCC(=O)NCc2ccco2)nnc1-c1ccco1
46: Cc1ccc(S(=O)(=O)Nc2cc3c(cc2N2CCOCC2)n(C)c(=O)c(=O)n3C)cc1

| assay / entry | 45 | 46 |
| --- | --- | --- |
| D2 potentiator | 13 | 4 |
| TRHR PAM | 8 | 2 |
| D2 agonist | -1.1 | 0.0 |
| D1 PAM | 4 | -3 |
| D2 antag | -10 | -4 |
| D1 antag | 3 | -1 |
| TRHR agonist | -0.8 | 0.3 |
| D1 ag | 2 | 0 |
| RXFP1 antag | 0 | -7 |
